Compound activity: PubChem, several laboratories
TcdB GH inh = blocks C. difficile toxin B glycohydrolase activity. inhibition, % at 9.99 µM. AID 652162. TcdB glycohydrolase enzymatic assay, plate reader. actives 0.24% (n = 350,000); in the data active = inhibition above about 10%
Y pestis TopoI = inhibitors of Yersinia pestis topoisomerase I | activity, % at 10 µM | actives 0.064% (n = 360,000) | Y. pestis Topo-I cleavage product accumulation, plate reader; in the data active = activity above about 50%, passing the limit was not always enough; inconclusive = no clear call, values can overlap the other calls; also: inactives centre near 2
Rv3671c protease = inhibitors of M. tuberculosis serine protease Rv3671c; P9WHR9; inhibition, % at 5.96 µM; actives 0.048% (n = 320,000); AID 2606; in the data active = inhibition above about 38%;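 also: extracellular domain of Rv3671c used as enzyme; 0% = enzyme with DMSO and 100% = no enzyme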
PfHsp40 yeast = rescue of PfHsp40-mediated yeast toxicity | S. cerevisiae expressing PfHsp40, growth rescue, ATP luminescence | growth rescue, % at 12.5 µM | actives 0.68% (n = 340,000); in the data active = growth rescue above about 28%, passing the limit was not always enough; inconclusive = no clear call, values can overlap the other calls;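 also: yeast W303a lacking pdr1 and pdr3 grown in galactose medium; growth measured after three days at 30 °C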
MazEF act = increases E. coli MazEF RNase cleavage of RNA; activation, % at 20 µM; AID 504720; FAM/BHQ RNA-DNA oligo cleavage fluorescence, 5 h; actives 0.32% (n = 350,000); P0AE70; in the data active = activation above about 50%
3CLpro inhibitor = SARS-CoV 3CLpro protease inhibition; P0C6X7; recombinant SARS-CoV 3CLpro, quenched FRET peptide cleavage; inhibition, % at 6 µM; actives 0.14% (n = 290,000); AID 1706; in the data active = inhibition above about 12%
Vc quorum ag = induces V. cholerae light production without autoinducers. activation, % at 18.7 µM. actives 0.16% (n = 350,000). V. cholerae BH1578 lux reporter, luminescence, 6 h. AID 588436; in the data active = activation mostly above about 9.7%, no sharp cut-off; inconclusive = no clear call, values can overlap the other calls; inactive = mostly below about 3.7%; also: not every result past the cut was called active; inactives centre near 0; reference of the scale not given here
Anthrax LF prot = inhibitors of Bacillus anthracis lethal factor protease; multiplex microsphere protease cleavage assay, LF; P15917; actives 0.12% (n = 360,000); AID 588501; inhibition, % at 10 µM; in the data active = inhibition above about 30%; inconclusive = no clear call, values can overlap the other calls; also: plate controls were buffer without enzyme for full effect and enzyme alone for no effect
SSB-PriA inh = blocks PriA binding to SSB C-terminal tail; inhibition, % at 33 µM; AID 1272365; actives 0.6% (n = 430,000); AlphaScreen SSBct-PriA binding, biotinylated peptide; in the data active = inhibition mostly above about 37%, no sharp cut-off; inactive = mostly below about 20%;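 also: plate controls were negative control peptide for no effect and reference peptide for full effect; strong numbers were not always called active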
DUSP3 inh = blocks human VHR1 dual specificity phosphatase | recombinant VHR phosphatase, pNPP absorbance | inhibition, % at 13.3 µM | P51452 | actives 0.52% (n = 290,000); in the data active = inhibition above about 50%; also: some compounds called inactive have numbers as strong as hits
Starred values were filed as active, the others as inactive; i = inactive; ? = inconclusive; . = no result given; & = joins results of further samples.

SMILES	TcdB GH inh	Y pestis TopoI	Rv3671c protease	PfHsp40 yeast	MazEF act	3CLpro inhibitor	Vc quorum ag	Anthrax LF prot	SSB-PriA inh	DUSP3 inh
CCNC(=S)Nc1ccc2c(c1)c(=O)n(C)n2-c1ccc(C(C)(C)C)cc1	0.2	12.2	.	.	.	.	-5.0	-4.6	.	.
CN(C(=O)COC(=O)C12CC3CC(CC(C3)C1)C2)c1c(N)n(Cc2ccccc2)c(=O)[nH]c1=O	-0.2	4.5	-6.5	0.1	1.7	.	-0.3	0.8	-10.3	.
CN(C)c1ccc(C(=O)Nc2cccc(S(=O)(=O)NC3=NCCCCC3)c2)cc1	-0.1	14.1	-1.6	-0.4	7.5	.	i	0.8	2.1	.
CC(c1ccccc1)N1C(=O)NC(NC(=O)C(C)(C)C)(C(F)(F)F)C1=O (stereo unspecified)	.	-8.1	7.3	-0.6	2.2	2.0	-0.3	-1.4	-1.1	4.6
COc1ccc(S(=O)(=O)NCC2CCCN(C(=O)c3cccnc3)C2)cc1 (stereo unspecified)	4.9	-7.3	-3.0	-2.2	6.4	6.1	-0.3	-3.5	-21.2	29.6
C=CCc1ccc(OC(=O)c2ccccc2)c(OC)c1	0.4	11.6	-3.6	0.3	-4.7	-2.1	-0.6	4.6	-30.1	39.2
COC(=O)c1ccc2ccccc2n1	.	9.9	-3.9	.	-12.5	.	-0.3	-15.3	8.5	.
O=C(Nc1ccc(Br)cc1)c1ccc(N2C(=O)C3CC=C(Cl)CC3C2=O)cc1 (stereo unspecified)	.	-12.2	-42.6	1.2	0.3	-0.3	-0.4	0.8	-11.8	35.1
O=C(N/N=C/c1ccc2c(c1)OCO2)c1cccs1	0.5	5.8	-3.4	0.1	5.4	0.9	i	-1.0	.	-14.3
COC(=O)CNC(=O)C(NC(=O)OCc1ccccc1)C(C)C (stereo unspecified)	-0.5	-9.0	16.6	-1.4	5.1	1.1	i	2.0	-2.3	12.3
CCOCC(=O)Nc1cccc(-c2nc3cccnc3s2)c1C	0.9	8.5	-1.4	2.6	9.2	3.8	-0.3	2.4	-16.1	21.1
CC(=O)c1ccc(N=c2scc(C)n2C(C)C)cc1	0.8	7.1	4.2	0.0	0.6	0.3	-0.2	-4.0	8.5	-10.8
O=C(OCc1c(Cl)cccc1Cl)c1cnccn1	.	-2.8	3.8	1.5	2.1	-5.0	-5.0	-0.2	-15.5	-3.9
CCCSC1=C(C#N)C(c2ccc(Cl)cc2Cl)CC(=O)N1 (stereo unspecified)	.	4.0	-4.7	3.9	-5.2	2.2	-0.9	-1.4	-23.5	-9.5
COC(=O)CSc1nnnn1-c1ccccc1	.	-1.7	2.9	-0.4	2.8	1.1	-0.5	0.5	-16.6	13.6
COc1ccccc1NC(=S)NC(NC(=O)c1ccco1)C(Cl)(Cl)Cl (stereo unspecified)	1.0	-1.7	1.4	-0.1	-1.9	1.6	-2.6	-0.5	0.6	19.2
COc1ccc(OCc2nc(N)nc(Nc3ccccc3OC)n2)cc1	.	5.5	-0.9	0.1	5.1	4.7	1.7	5.7	-1.6	36.7
CC(Oc1ccc([N+](=O)[O-])cc1)C(=O)NCC1CCCO1 (stereo unspecified)	-5.1	5.1	-5.9	-1.5	-0.5	4.1	i	-1.8	-5.5	-9.4
CCNC(=S)N/N=C/c1cccc(C)c1	0.8	2.2	-0.8	-1.0	9.2	-2.5	-0.1	-1.7	.	-0.9
Cc1ccc2cc(C)c(SCC(=O)NCC3CCCO3)nc2c1 (stereo unspecified)	-1.0	4.3	-16.1	-0.6	-5.2	-3.2	-0.2	0.3	-11.6	6.7
O=C(CSc1nc2ccccc2[nH]1)NCc1ccccc1	-12.4	3.7	-10.5	0.5	11.3	-1.7	-0.6	-10.4	3.2	-29.0
CCOc1ccc(C(=O)Oc2cc(C)[nH]c(=O)c2[N+](=O)[O-])cc1OCC	-6.0	1.5	-7.8	-0.3	0.9	-0.3	3.4	-1.3	4.1	3.7
CCCOc1ccc(C2NC(=S)NC(C)=C2C(=O)c2ccccc2)cc1OC (stereo unspecified)	0.6	-0.4	-2.0	-0.4	-0.3	-0.9	-0.4	-0.4	6.0	-26.0
O=C(O)CN1C(=O)c2ccc(C(=O)c3ccccc3)cc2C1=O	-0.1	-4.4	-2.0	1.3	1.9	-1.8	i	1.1	8.6	9.5
CCCN(CCC)CCCNC(=O)CN1C(=O)CSc2ccc(S(=O)(=O)N3CCOCC3)cc21	-0.5	-1.3	6.4	-1.3	4.7	2.5	-0.1	-5.7	-4.2	-3.1
COc1ccc(OC)c(S(=O)(=O)NCc2ccc(N3CCN(C)CC3)cc2)c1	-0.2	-4.4	6.8	0.7	2.8	-0.4	0.8	-3.4	-6.8	19.2
CC1=C(C(=O)OCc2ccccc2)C(c2cccnc2)n2nnnc2N1 (stereo unspecified)	.	-0.1	-0.6	-1.2	5.4	-5.1	-0.7	3.7	-10.4	13.6
O=C(O)C1C2C=CC(C2)C1C(=O)Nc1cccc(Cl)c1 (stereo unspecified)	-0.3	-14.1	0.1	0.2	-0.5	-1.9	i	-3.0	-7.3	23.6
Cc1ccc(C2C(C(=O)c3cc4ccccc4o3)=C(O)C(=O)N2CCN2CCOCC2)cc1 (stereo unspecified)	0.8	33.2	-0.7	-0.5	10.0	1.2	i	-2.3	-1.8	1.1
COc1ccc(OC)c(NC(=O)C(=O)N/N=C/c2ccccc2[N+](=O)[O-])c1	.	2.8	5.2	0.6	-2.9	0.7	1.6	-10.8	.	-2.8
CCN(CC)C(=O)CSc1nnc(-c2cccnc2)n1CCc1ccccc1	.	1.6	2.5	-1.7	-7.3	-7.5	-3.7	-3.0	-16.6	7.3
CCOC(=O)COc1ccc(S(=O)(=O)c2ccc(OCC(=O)OCC)cc2)cc1	0.5	23.8	-4.3	-0.7	0.9	-4.6	-1.9	0.6	-21.8	1.6
COc1ccc(S(=O)(=O)N2CCN(c3nc(-c4cccnc4)nc4ccccc34)CC2)cc1	1.4	24.2	-16.0	2.9	-39.4	.	-0.8	-4.0	7.6	.
CC(Sc1nc2ccc(Br)cc2[nH]1)C(=O)O (stereo unspecified)	.	4.8	-1.4	-0.3	-7.1	-2.5	i	-1.1	-7.7	43.1
O=C(CSCc1ccc(Cl)cc1)Nc1cccc(C(=O)O)c1	-0.3	1.3	0.4	-1.9	-0.4	-3.1	i	-7.1	-0.8	34.6
CCCOC(=O)c1ccc(Oc2cn[nH]c2-c2ccc(OCC)cc2O)cc1	.	4.7	3.4	11.2	-4.2	1.9	-0.3	-7.4	-6.4	7.1
COc1ccc(C(=O)Nc2c(N)nc(SCC(=O)c3ccccc3)[nH]c2=O)cc1	-0.4	-4.2	-5.8	-1.2	-4.3	-4.3	4.2	-2.4	-5.0&-3.6	27.6
Cc1ccc(C)c(S(=O)(=O)N(C)c2ccc(OC(=O)CN3C(=O)NC4(CCCC4)C3=O)cc2)c1	0.8	19.4	.	0.1	-6.4	.	i	-6.9	-10.5	.
CCOc1ccccc1NC(=O)CSc1nncc2ccccc12	0.6	19.5	-15.2	1.4	-25.6	2.4	-0.2	0.2	-7.9	25.5
O=C(O)c1ccccc1N1C(=O)C2C3CCC(C3)C2C1=O (stereo unspecified)	-0.9	-5.5	4.6	0.0	5.2	0.7	-0.2	-5.4	9.9	4.3
Cc1ccccc1Nc1nc2ccccc2n1C(C)C	1.7	0.1	2.3	-1.0	0.1	-1.4	-0.3	0.7	-1.1	-8.5
Cc1ccc(NC(=O)CSc2nnc(CNC(=O)c3ccccc3F)o2)cc1	0.2	-4.5	-3.2	-1.3	-1.3	7.3	-0.8	-3.1	-8.1	-29.3
ClC1(Cl)CC1Cn1c(C2CC2)nc2ccccc21 (stereo unspecified)	0.5	-2.3	1.8	0.7	4.4	4.0	3.1	-6.7	-10.0	21.7
CC(C)(C)SCCNC(=O)CSCc1ccc([N+](=O)[O-])cc1	.	8.2	9.6	-0.7	2.1	4.4	i	-5.7	4.0	6.4
Nc1ccccc1C(=O)NCc1ccco1	-0.6	2.2	.	-1.4	10.7	6.2	i	-2.9	-12.0	21.9
CN(CC(=O)Nc1ccc(C(N)=O)cc1)CC(=O)Nc1ccccc1Cl	-0.8	2.5	4.8	-1.0	6.3	0.2	0.7	-0.6	-0.7	5.4
CN(C)c1ncnc2c1ncn2[C@H]1CN(Cc2cccnc2)C[C@@H](CO)O1	0.6	-3.5	.	.	.	.	-0.8	-4.4	.	.
Cc1ccc2nc(SCC(=O)Nc3ccc(F)cc3F)nc(=O)n2c1	-2.0	3.2	0.4	-0.6	-1.1	.	-0.3	.	4.3	.
CCCCNC(=O)C1(C)CCN1C(=O)c1cccc(OC(F)(F)F)c1 (stereo unspecified)	-0.5	-9.0	.	.	.	.	-0.4	-4.3	.	.
CC1(C)Oc2ccc(C(=O)N3CCOCC3)cc2N(CC(=O)Nc2ccccc2)C1=O	.	1.4	-1.1	-0.7	2.6	-4.8	-0.3	-2.5	5.0	-4.6
COCCCn1c(Cc2ccccc2)nnc1SCC(=O)N1CCCCC1	.	-1.2	7.4	-0.9	-13.5	3.7	0.7	0.5	-9.3	-15.6
CCOc1ccc(S(=O)(=O)N2CCCCC2)cc1NC(=O)CN1C(=O)NC(C)(c2ccc(C)cc2)C1=O (stereo unspecified)	.	-1.6	-5.9	2.2	-20.2	.	-0.4	.	14.9	.
O=C1CNC(=S)N1Cc1ccc(Cl)cc1	1.2	-5.8	1.9	?	0.8	0.3	i	2.5	-6.1	-3.3
O=C(c1ccc([N+](=O)[O-])cc1)N1CCSC1c1ccc(Br)cc1 (stereo unspecified)	1.7	-6.7	6.5	0.8	-14.0	3.4	-0.5	-3.2	16.1	31.3
COc1cc(C(C)=O)ccc1COc1ccc(C(=O)O)cc1OC	0.1	4.0	7.6	1.4	-1.2	4.1	0.0	-1.8	-5.9	-6.4
Cc1ccccc1NC1=NC(=S)N(CC(N)=O)C12CCOC(C)(C)C2 (stereo unspecified)	-0.3	4.4	3.8	-0.3	10.1	5.0	-0.9	13.0	0.1	20.5
O=C(c1cc2ccccc2oc1=O)N1CCSC1c1ccco1 (stereo unspecified)	.	-5.6	2.9	-0.5	-1.2	-3.5	7.7	-4.0	-15.3	-7.5
COC(=O)c1ccsc1NC(=O)C1COc2ccccc2O1 (stereo unspecified)	1.1	10.5	-11.7	-0.5	-2.6	-1.0	-0.2	1.7	-41.7	17.0
CNC(=O)c1c(NC(=O)c2nc3ccccc3s2)sc2c1CCC2	.	-1.5	0.9	1.1	.	1.3	i	-4.0	.	23.2
C=CCn1c(SCC(=O)O)nnc1-c1cccs1	.	-5.3	3.3	-0.5	-3.6	0.2	-0.4	1.4	-1.8	26.9

Four of these compounds, reformatted:
CCOc1ccc(S(=O)(=O)N2CCCCC2)cc1NC(=O)CN1C(=O)NC(C)(c2ccc(C)cc2)C1=O (stereo unspecified)
  TcdB GH inh: .; Y pestis TopoI: -1.6; Rv3671c protease: -5.9; PfHsp40 yeast: 2.2; MazEF act: -20.2; 3CLpro inhibitor: .; Vc quorum ag: -0.4; Anthrax LF prot: .; SSB-PriA inh: 14.9; DUSP3 inh: .

COCCCn1c(Cc2ccccc2)nnc1SCC(=O)N1CCCCC1
  TcdB GH inh: .; Y pestis TopoI: -1.2; Rv3671c protease: 7.4; PfHsp40 yeast: -0.9; MazEF act: -13.5; 3CLpro inhibitor: 3.7; Vc quorum ag: 0.7; Anthrax LF prot: 0.5; SSB-PriA inh: -9.3; DUSP3 inh: -15.6

COc1ccc(S(=O)(=O)NCC2CCCN(C(=O)c3cccnc3)C2)cc1 (stereo unspecified)
  TcdB GH inh: 4.9; Y pestis TopoI: -7.3; Rv3671c protease: -3.0; PfHsp40 yeast: -2.2; MazEF act: 6.4; 3CLpro inhibitor: 6.1; Vc quorum ag: -0.3; Anthrax LF prot: -3.5; SSB-PriA inh: -21.2; DUSP3 inh: 29.6

Cc1ccccc1Nc1nc2ccccc2n1C(C)C
  TcdB GH inh: 1.7; Y pestis TopoI: 0.1; Rv3671c protease: 2.3; PfHsp40 yeast: -1.0; MazEF act: 0.1; 3CLpro inhibitor: -1.4; Vc quorum ag: -0.3; Anthrax LF prot: 0.7; SSB-PriA inh: -1.1; DUSP3 inh: -8.5

Not all compounds are listed (hit frequency here may not be typical).
